Screens (PubChem)
HTR5A inv ctr – counter-screen for OPRM1-OPRD1 inverse agonists: human HTR5A inverse agonism; inhibition, % at 9.3 µM; AID 504634; 0.083% of 340,000 active; HTR5A cell line, luminescence; P47898; in the data active means inhibition mostly above about 23%, no sharp cut-off; inactive means mostly below about 18%;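 further: 0% = cells with DMSO and 100% = no-cell wells with DMSO; some compounds called inactive have numbers as strong as hits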
Target sequence (P47898 whole entry, looked up): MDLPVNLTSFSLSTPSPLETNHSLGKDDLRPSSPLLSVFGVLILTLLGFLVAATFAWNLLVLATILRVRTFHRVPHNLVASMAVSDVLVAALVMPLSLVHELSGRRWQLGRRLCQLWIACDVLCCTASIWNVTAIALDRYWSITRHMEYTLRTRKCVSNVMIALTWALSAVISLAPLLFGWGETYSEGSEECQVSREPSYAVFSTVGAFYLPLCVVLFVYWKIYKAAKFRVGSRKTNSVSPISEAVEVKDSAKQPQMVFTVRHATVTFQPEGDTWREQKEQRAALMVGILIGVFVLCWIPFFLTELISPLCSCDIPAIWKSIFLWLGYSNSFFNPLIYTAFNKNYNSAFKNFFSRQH
phage Ecoli inh – E. coli growth loss with phage present; growth absorbance; 0.26% of 360,000 active; inhibition, % at 11.9 µM; in the data active means inhibition above about 11%
DAGLB inh – diacylglycerol lipase beta (human) inhibition | HEK293T DAGLB membrane lysate, EnzChek fluorogenic substrate | inhibition, % at 5.17 µM | 0.059% of 340,000 active | AID 504411; in the data active means inhibition above about 34%;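 further: 0% = enzyme with vehicle and 100% = wells lacking enzyme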
Target sequence (Q8NCG7 whole entry, looked up): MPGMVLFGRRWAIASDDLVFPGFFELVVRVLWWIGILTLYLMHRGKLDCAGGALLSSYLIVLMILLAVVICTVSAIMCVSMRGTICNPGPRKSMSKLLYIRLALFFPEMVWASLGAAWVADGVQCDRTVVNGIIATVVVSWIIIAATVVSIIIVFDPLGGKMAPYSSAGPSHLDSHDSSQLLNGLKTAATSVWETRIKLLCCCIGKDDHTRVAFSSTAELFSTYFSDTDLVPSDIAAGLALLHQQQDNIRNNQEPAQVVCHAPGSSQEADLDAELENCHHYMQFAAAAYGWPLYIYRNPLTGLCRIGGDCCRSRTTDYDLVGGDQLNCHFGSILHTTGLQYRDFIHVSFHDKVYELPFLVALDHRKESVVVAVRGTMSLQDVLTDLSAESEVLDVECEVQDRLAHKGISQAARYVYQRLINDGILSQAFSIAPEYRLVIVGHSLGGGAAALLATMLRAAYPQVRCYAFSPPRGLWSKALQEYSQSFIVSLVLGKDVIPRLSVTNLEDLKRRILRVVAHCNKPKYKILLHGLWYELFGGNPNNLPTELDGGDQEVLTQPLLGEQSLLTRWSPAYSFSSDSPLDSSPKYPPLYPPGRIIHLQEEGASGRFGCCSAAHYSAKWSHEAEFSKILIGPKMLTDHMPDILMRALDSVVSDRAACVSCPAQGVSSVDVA
PKA-R1A act – activates the PKA-R1A holoenzyme complex | P00514+P68181 | PKA-R1A dissociation, Cy5-IP20 fluorescence polarization; scaled: DMSO 0%, 113 µM cGMP 100% | activation, % at 11.4 µM | 0.083% of 340,000 active;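 active means percent activation above the mean of all tested compounds plus 3 SD, cut at about 19% in these data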;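 further: higher means more PKAc released from R1A so a rise in polarization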
HTR5A ag – counter-screen for OPRM1-OPRD1 agonists: human HTR5A agonism; AID 504692; 0.61% of 340,000 active; activation, % at 9.3 µM; HTR5A agonist assay, luminescence, cell-based; P47898; in the data active means activation mostly above about 9.5%, no sharp cut-off; inactive means mostly below about 7.6%;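 further: 0% = cells with vehicle only and 100% = reference agonist; strong numbers were not always called active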
E coli growth – bacterial growth inhibition, counter-screen for AddAB inhibitors; E. coli V3065 growth, OD600 absorbance, 18 h; inhibition, % at 11.9 µM; 0.27% of 330,000 active; AID 449728;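 active means inhibition above the campaign's mean inhibition across all tested compounds plus 3 SD, cut at about 9.9% in these data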;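 further: uninfected addAB+ strain grown without phage in ampicillin broth; 0% = DMSO wells and 100% = ciprofloxacin 0.95 µg/ml wells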
CDK5 p35 inh – blocks human CDK5/p35 kinase activity. Recombinant CDK5/p35, ADP-Glo luminescence, 60 min. 0.01% of 330,000 active. inhibition, % at 10 µM;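 active means highest replicate inhibition of at least 50% and at least 75% of replicates reaching 50%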;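 further: plate controls were DMSO neutral control for no effect and GW8510 at 10 µM for full effect; many of its hits are not listed in these tables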
AddAB inh – less growth of phage-infected E. coli with AddAB; E. coli expressing H. pylori AddAB, absorbance growth; inhibition, % at 11.9 µM; 0.29% of 330,000 active; AID 435030; in the data active means inhibition above about 12%;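 further: 0% = vehicle wells of infected cells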
PKA-R2B activ – PKA-R2B complex activation; 0.079% of 340,000 active; AID 504700; activation, % at 11.4 µM; PKA-R2B holoenzyme dissociation, Cy5-IP20 fluorescence polarization; R2B truncated from residue 108, S112A mutant; 0% DMSO only, 100% 113 µM cGMP; P22694+P31323;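 active means activation above a cutoff set at the mean over all compounds plus 3 SD, cut at about 18% in these data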;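 further: higher means more holoenzyme dissociation and a rise in polarization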
SUMO Mot1 rescue – blocks SUMOylation pathway, rescuing yeast Mot1-301 growth; S. cerevisiae Mot1-301 growth rescue, ATP luminescence, 38.5C; percent above DMSO median, 100 means doubled; growth rescue, % at 18.8 µM; 1% of 320,000 active; AID 2716;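 active means every valid replicate shows activation above 250% relative to neutral control wells; inactive means the rest, any valid replicate at or below 250%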;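 further: OY570 slx delta 5 strain wells were the positive control but not used for scaling; some compounds called inactive have numbers as strong as hits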
Tat export inh – inhibitors of E. coli Tat protein transport; inhibition, % at 10 µM; 0.036% of 340,000 active; E. coli MC4100 TorA-mCherry Tat export, fluorescence; AID 488895;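 active means mean replicate inhibition at least 50% and at least half of replicates individually reaching 50%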;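 further: exported cargo escapes ClpAP degradation while cytoplasmic cargo is degraded and loses fluorescence; 0% = median of neutral control wells and 100% = median of NaSCN control wells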
Starred values were filed as active, the others as inactive; . = no result given. The order is random. Share with any hit: about 2.3%.

SMILES	HTR5A inv ctr	phage Ecoli inh	DAGLB inh	PKA-R1A act	HTR5A ag	E coli growth	CDK5 p35 inh	AddAB inh	PKA-R2B activ	SUMO Mot1 rescue	Tat export inh
COCCSc1nnc(NC(=O)c2ccc(NC(C)=O)cc2)s1	-4	1.6	0	5	3	3.0	-0.4	0.0	-3	56	-4
Cc1nc2c(sc3nc(N4CCOCC4)c4c(c32)CC(C)(C)OC4)c(-c2ccccc2)c1C(=O)O	5	-0.4	-4	1	-4	-0.4	-0.8	2.6	9	-15	4
COc1ccc(NC(=O)COC(=O)CCC2CCCC2)c(OC)c1	-11	1.9	-6	-15	2	0.7	-1.5	0.8	-12	2	7
CSCCC1NC(=O)C(C(C)=Nc2ccccc2)=C1O (stereo not drawn)	-9	2.4	1	8	2	.	-3.6	.	4	.	-10
COc1ccc(CN2CCC(CNC(=O)NC3CCCCC3)CC2)cc1	10	0.6	-2	1	7	-0.4	-1.2	1.3	-4	.	3
CCOc1cc(/C=N/Nc2ncnc(Cl)c2N)ccc1O	1	1.2	4	-12	0	-0.5	6.8	3.1	-8	-4	-4
CC1(C)CC(=O)C=C(N2CCOCC2)C1	-4	0.9	-1	1	5	2.7	0.0	-0.1	2	24	-6
O=C(C1=C[C@@H](c2csc3ccccc23)C[C@@H](OCc2ccc(CO)cc2)O1)N1CCN(Cc2ccc3c(c2)OCO3)CC1	-29	2.1	1	-4	-1	-0.2	0.7	0.2	-6	-6	-3
Cc1cccc(N(CC(=O)NCCSCc2ccccc2)S(C)(=O)=O)c1	9	3.6	2	-3	1	0.9	2.5	3.4	6	-3	2
CC(=O)Nc1ccc(NC(=O)c2ccnn2C)cc1	-17	1.9	0	-8	-1	0.8	0.1	-0.5	3	-14	4
Cc1cc2cc3c(cc2nc1SCC(=O)O)CCC3	-2	1.8	3	-9	1	-3.0	-7.0	-2.0	4	9	-4
O=C(Nc1ccc2c(c1)OCO2)c1cccc2c1C(=O)N(Cc1cccnc1)C2	-18	0.2	-1	-4	0	-1.4	-3.4	-0.5	-8	12	0
O=C(NCC1CCCCC1)c1cccnc1	-2	1.3	-2	1	1	-0.9	0.0	4.0	-9	-11	2
O=C(Nc1ccccc1)c1ccncc1	23	4.5	1	-6	5	0.0	0.0	-1.1	-2	187	3
Nc1cc([N+](=O)[O-])ccc1OCc1ccccc1	3	0.5	2	0	-1	.	-0.5	.	4	.	3
Cc1ccc(C2=Nc3ccccc3SC(c3cccc([N+](=O)[O-])c3)C2)cc1 (stereo not drawn)	-5	2.1	4	-5	1	-2.2	-0.6	-0.2	-5	7	5
O=C(N/N=C/c1ccccc1[N+](=O)[O-])c1ccc2c(c1)OCCO2	2	4.2	-4	-5	2	2.4	0.8	2.0	-3	4	1
Cc1ncoc1C(=O)Nc1ccccc1-c1ccccc1	-7	-0.7	-1	-13	0	0.0	0.0	0.6	-13	-3	-4
C/C(=N\NC(=O)c1ccc(Cl)cc1)c1ccccn1	19	-4.6	-1	4	-5	-4.5	0.2	-4.3	13	25	1
CC(=O)C1=C(O)C(=O)N(C)C1c1ccccc1[N+](=O)[O-] (stereo not drawn)	6	-0.8	-3	-8	0	-1.2	-1.5	3.8	-9	2	-8
O=C(NCC1CCCO1)c1onc(CSc2cccc3ccccc23)c1C(=O)O (stereo not drawn)	4	0.2	11	-9	-2	-1.7	-0.7	1.3	1	-5	-3
CC(=O)c1sc(NC(=O)c2ccc(F)c(F)c2)nc1C	-8	3.2	1	8	3	0.4	1.2	0.9	-3	418	5
O=C(C[N+]1(CC#Cc2ccccc2)CCOCC1)c1ccccc1	10	2.5	-1	-8	-2	0.4	-1.1	-2.1	-5	-13	-14
CN(C)c1ccc(N/C(=N\S(=O)(=O)c2cccs2)c2ccccc2)cc1	15	2.6	2	0	-6	0.1	-1.3	2.4	1	442	6
Cc1ccc(S(=O)(=O)c2ccc(Cl)cc2)cc1S(=O)(=O)N1CCOCC1	9	0.8	0	-5	-2	1.8	1.8	6.8	12	-22	4
O=C(C[n+]1ccc(C(=O)c2ccccc2)cc1)Nc1ccc(C(F)(F)F)cc1	-11	2.6	3	-15	5	0.6	1.0	-0.4	-3	-14	-3
Cc1cccc(C)c1OC(=O)CN1C(=O)c2ccccc2C1=O	3	0.2	-2	-4	-1	2.0	-0.5	1.8	-8	-6	0
COc1ccc(CNC(=O)COc2ccc(C(=O)c3ccc(F)cc3)cc2)cc1	-10	5.8	-11	-17	2	0.4	1.1	2.1	-6	4	-6
CSc1cccc(NC(=O)CNS(=O)(=O)c2ccccc2)c1	-6	-0.3	-4	-13	5	.	-1.3	.	-6	-2	4
NC(=O)CSc1nc2ccccc2n1Cc1ccccc1F	6	0.8	0	-3	-1	0.5	1.3	2.1	-5	77	-4
COc1cc(OC)c(CN2CCN(c3ccc(F)cc3)CC2)cc1Br	-24	1.7	-9	-11	8	-0.2	-1.4	-0.3	-8	49	3
CCN1/C(=C\c2ccc3cc(C)ccc3[n+]2CC)Sc2cc(C)c(C)cc21	-7	8.3	1	-1	2	.	4.7	.	-6	.	2
CS(=O)(=O)Nc1ccccc1C(=O)OCC(=O)NC1CC1	6	-0.4	1	-4	-2	0.7	1.4	-2.4	2	-2	0
CC1CCCN(CC(O)COc2ccc(S(=O)(=O)N3CCCC3)cc2[N+](=O)[O-])C1 (stereo not drawn)	3	1.2	-2	-5	0	-0.5	-0.4	2.3	1	-13	-7
COc1ccc(S(=O)(=O)N2C(=O)/C(=C3\SC(N)=NC3=O)c3ccccc32)cc1	10	2.0	6	-2	-3	3.0	-1.7	0.6	-9	-11	8
N=c1n(CCN2CCOCC2)c2ccccc2n1CC(O)COc1ccccc1 (stereo not drawn)	.	0.6	-1	-7	.	-1.4	0.9	3.1	-13	-14	12
O=C(Cn1nnc(-c2ccccc2F)n1)OCC(=O)c1ccccc1	8	4.4	-1	-14	-3	0.4	-3.2	0.0	-4	-16	16
Cc1ccc(/C=N/NC(=O)CSc2nc3ccccc3n2Cc2ccc(Cl)cc2)o1	19	0.6	1	-7	-1	-0.5	-2.7	2.6	-3	6	6
O=C(COc1cc(F)ccc1[N+](=O)[O-])Nc1cc(S(=O)(=O)N2CCCC2)ccc1Cl	10	-3.1	-2	-8	1	.	-0.4	.	-10	.	-4
Cc1cc(C(=O)NCC(=O)OCC(=O)NCC2CCCO2)ccc1[N+](=O)[O-] (stereo not drawn)	17	2.2	-1	5	4	-1.2	-1.1	1.2	4	1	3
CSc1ccccc1NC(=O)c1cc(-c2cccnc2)nc2ccc(Br)cc12	-33	0.8	-4	4	13*	1.2	0.1	1.1	-4	58	6
CC1CCN(C(=O)CCc2nnc3ccc(NCc4ccco4)nn23)CC1	-1	-3.0	2	-11	0	-2.9	-2.7	1.7	-5	68	2
N=c1n(N)c2ccccc2n1CC(=O)c1ccc(Br)cc1	-17	5.4	1	4	5	1.9	-2.4	-0.8	-11	-7	4
CCCNC(=O)c1ccc2c(=O)c(O)c(-c3ccc(OC)cc3)[nH]c2c1	6	.	3	9	-2	16*	-0.8	18*	3	-1	-4
CC(=O)Nc1ccc(N2C(=O)CCC2=O)cc1C	-16	2.4	0	-4	-2	0.4	1.4	0.3	6	.	5
Cc1cc2cc(CNC(=O)Nc3ccccc3)ccc2[nH]1	7	3.9	12	-11	-3	4.0	1.8	6.8	0	4	11
Cc1c(C(C)(C)O)[nH]c2ccc(C#N)cc12	5	3.2	-1	-5	-2	0.7	0.2	3.4	-19	-3	-6
Cc1ccc(C)c(OCC(=O)N(Cc2nnc(-c3ccccc3Cl)o2)C2CC2)c1	3	0.8	-2	-5	-1	2.1	-0.1	-0.2	9	-4	9
O=C(O)CNC(=O)/C(=C\c1ccco1)NC(=O)c1ccco1	8	-1.5	1	-3	-5	.	0.3	.	-2	74	-1
Cc1c(Cl)cccc1NC(=O)CC1Oc2ccccc2NC1=O (stereo not drawn)	10	-0.1	-1	-3	-3	-2.3	-1.8	0.0	-7	-2	-3
Cc1ccc(C(=O)Nc2ccc(C(=O)NCC3CCCO3)cc2)cc1 (stereo not drawn)	-5	1.0	-4	-4	1	.	0.7	.	-5	43	-3

Arranged by heavy-atom count (rising): twelve of the compounds above
SMILES	HTR5A inv ctr	phage Ecoli inh	DAGLB inh	PKA-R1A act	HTR5A ag	E coli growth	CDK5 p35 inh	AddAB inh	PKA-R2B activ	SUMO Mot1 rescue	Tat export inh
Cc1c(C(C)(C)O)[nH]c2ccc(C#N)cc12	5	3.2	-1	-5	-2	0.7	0.2	3.4	-19	-3	-6
C/C(=N\NC(=O)c1ccc(Cl)cc1)c1ccccn1	19	-4.6	-1	4	-5	-4.5	0.2	-4.3	13	25	1
CC(=O)c1sc(NC(=O)c2ccc(F)c(F)c2)nc1C	-8	3.2	1	8	3	0.4	1.2	0.9	-3	418	5
N=c1n(N)c2ccccc2n1CC(=O)c1ccc(Br)cc1	-17	5.4	1	4	5	1.9	-2.4	-0.8	-11	-7	4
Cc1c(Cl)cccc1NC(=O)CC1Oc2ccccc2NC1=O (stereo not drawn)	10	-0.1	-1	-3	-3	-2.3	-1.8	0.0	-7	-2	-3
O=C(N/N=C/c1ccccc1[N+](=O)[O-])c1ccc2c(c1)OCCO2	2	4.2	-4	-5	2	2.4	0.8	2.0	-3	4	1
Cc1ccc(C(=O)Nc2ccc(C(=O)NCC3CCCO3)cc2)cc1 (stereo not drawn)	-5	1.0	-4	-4	1	.	0.7	.	-5	43	-3
CN(C)c1ccc(N/C(=N\S(=O)(=O)c2cccs2)c2ccccc2)cc1	15	2.6	2	0	-6	0.1	-1.3	2.4	1	442	6
Cc1ccc(C2=Nc3ccccc3SC(c3cccc([N+](=O)[O-])c3)C2)cc1 (stereo not drawn)	-5	2.1	4	-5	1	-2.2	-0.6	-0.2	-5	7	5
O=C(C[n+]1ccc(C(=O)c2ccccc2)cc1)Nc1ccc(C(F)(F)F)cc1	-11	2.6	3	-15	5	0.6	1.0	-0.4	-3	-14	-3
O=C(NCC1CCCO1)c1onc(CSc2cccc3ccccc23)c1C(=O)O (stereo not drawn)	4	0.2	11	-9	-2	-1.7	-0.7	1.3	1	-5	-3
Cc1nc2c(sc3nc(N4CCOCC4)c4c(c32)CC(C)(C)OC4)c(-c2ccccc2)c1C(=O)O	5	-0.4	-4	1	-4	-0.4	-0.8	2.6	9	-15	4
